ASM inhibitor = human S-ASM enzyme inhibition; P17405; 340,000 tested, 0.006% active; placental ASM, HMU-PC fluorogenic substrate, 60 min; Potency, µM (highest dose often 57.5 µM), for the others: at the top dose activity change, negative = inhibition, actives largely listed as inhibitors; note: potency is the fitted concentration of half-maximal effect
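Human placenta-derived ASM enzyme was preincubated with compound for 10 minutes at room temperature, then given fluorogenic substrate HMU-PC0 (9 uM final) for 60 minutes at 37 °C; a pH 10 stop preceded fluorescence reading at Ex 386/Em 447 nm.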
Menin-MLL TR inh = menin-MLL binding inhibition, Texas Red mutant peptide. 270,000 tested, 0.23% active. AID 1768. Menin + Texas Red MLL mutant peptide, fluorescence polarization. O00255. Potency, µM (doses to about 61.6 µM), for inactives: top-dose FP activity change, negative = inhibition, most hits filed as inhibitors; active = well fitted inhibition curve with a large enough effect in the polarisation, with a control signal flat, not every such curve was filed as active; inconclusive = small, poorly fitted or top-dose-only effect, or effect the other way, or a change in a side signal; inactive = no such curve, though single readings can be large or run the other way; the % refers to the polarisation; note: potency is the fitted concentration of half-maximal effect; % of control where 0% means no effect; many of its hits are not listed in these tables
Target sequence (O00255 whole entry, looked up): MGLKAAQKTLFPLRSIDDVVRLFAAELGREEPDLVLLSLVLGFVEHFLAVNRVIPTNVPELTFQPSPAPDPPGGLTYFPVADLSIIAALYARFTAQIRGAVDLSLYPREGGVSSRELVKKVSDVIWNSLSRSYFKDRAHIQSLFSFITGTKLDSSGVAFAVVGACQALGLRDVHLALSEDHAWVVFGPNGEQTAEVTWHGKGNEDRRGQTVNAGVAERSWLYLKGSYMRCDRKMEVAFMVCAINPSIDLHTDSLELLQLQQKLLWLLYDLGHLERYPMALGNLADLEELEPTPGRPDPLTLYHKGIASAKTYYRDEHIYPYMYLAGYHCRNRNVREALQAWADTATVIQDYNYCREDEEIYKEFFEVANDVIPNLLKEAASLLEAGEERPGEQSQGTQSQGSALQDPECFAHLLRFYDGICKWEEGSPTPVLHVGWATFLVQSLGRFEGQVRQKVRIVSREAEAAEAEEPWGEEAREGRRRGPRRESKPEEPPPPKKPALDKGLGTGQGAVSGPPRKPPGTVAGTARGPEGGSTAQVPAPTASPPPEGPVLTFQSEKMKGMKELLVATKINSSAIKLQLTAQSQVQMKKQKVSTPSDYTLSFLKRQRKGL
TSG101-PTAP inh = blocks PTAP/TSG101 interaction to inhibit HIV-1 budding. Q99816. AID 493005. Fluorescence polarization, FITC-PTAP peptide / Tsg101 binding. 340,000 tested, under 10 active. Potency, µM (series often up to 115 µM), for the others: top-dose activity change, negative = inhibition, hits mostly inhibitors; active = well fitted inhibition curve with a large enough effect in the main read-out, with a control signal flat, not every such curve was filed as active; inconclusive = small, poorly fitted or top-dose-only effect, or effect the other way, or a change in a side signal; inactive = no such curve, though single readings can be large or run the other way; note: potency is the fitted concentration of half-maximal effect; % of control where 0% means no effect
Target sequence (Q99816 whole entry, looked up): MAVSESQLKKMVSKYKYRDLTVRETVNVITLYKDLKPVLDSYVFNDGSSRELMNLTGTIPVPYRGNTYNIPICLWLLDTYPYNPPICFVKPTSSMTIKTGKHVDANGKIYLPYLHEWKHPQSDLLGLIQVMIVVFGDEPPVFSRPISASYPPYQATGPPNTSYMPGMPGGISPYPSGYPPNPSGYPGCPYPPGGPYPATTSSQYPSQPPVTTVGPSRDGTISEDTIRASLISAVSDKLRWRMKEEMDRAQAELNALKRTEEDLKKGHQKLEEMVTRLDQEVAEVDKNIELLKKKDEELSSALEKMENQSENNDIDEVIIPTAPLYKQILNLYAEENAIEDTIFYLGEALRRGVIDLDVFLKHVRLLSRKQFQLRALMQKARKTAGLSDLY
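FP read-out: FITC-PTAP peptide, 50 nM final, binding Tsg101 binding domain, 10 uM final; 20 min, r.t.; 10 mM HEPES pH 7.5, 0.15 M NaCl, 0.01% Tween 20, 3 mM EDTA, 0.1 mM TCEP.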
TCR act = T cell receptor activation. AID 504894. Potency, µM (highest dose often 9.22 µM), for the others: at the highest dose activation of IL-2 secretion, most hits filed as activators. 330,000 tested, under 10 active. primary human leukocytes, anti-CD3, IL-2 HTRF, 48 h; note: % of control where 0% means no effect
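Activity was scored as IL-2 release from primary human leukocytes given only a TCR signal (a-CD3 beads) plus compound for 48 hr. Detection used a two-antibody HTRF format read at 665nm.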
Integrin act MD = activators of alpha7 integrin expression for muscular dystrophy; alpha7betagal myoblasts, beta-gal FDG fluorescence, 48 h; Potency, µM (titrated, usually from 38.3 µM), for inactives: at the top dose activation, hits mostly activators; 350,000 tested, 0.064% active;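 note: potency is the fitted concentration of half-maximal effect; 100% = response of the positive control SU9516; nearly all actives have a fitted effect of over 60% in size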
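alpha7betagal+/- myoblasts (passage 13, 250/well) treated 48 h at 37C with compounds at 1:260 dilution of DMSO stock. Lysed, then beta-galactosidase activity read as FDG fluorescence (ex 480/em 540) after 30 min, with pre-read for autofluorescence.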
TSHR antagonist = antagonists of human thyroid stimulating hormone receptor; activity change, negative = inhibition, % at 11.5 µM; 330,000 tested, 0.2% active; P16473; TSHR-expressing cells, TSH-stimulated cAMP HTRF, 2 h; hits give low values;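 active = activity change below a set negative limit, meaning inhibition stronger than a set level, cut at about -70% in these data; inconclusive = activity change between two set negative limits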; note: % is set by controls: 0 for no effect and ±100 for the full control effect
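Competitive HTRF cAMP read-out (cryptate anti-cAMP antibody, cAMP-d2; 30 min, room temperature) in freshly harvested TSHR cells. Compounds added before TSH at EC80 (4nM final), followed by 2 hours' incubation at 37 deg C.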
Mito fusion yeast = blocks mitochondrial division or promotes mitochondrial fusion. S. cerevisiae fusion-defective mutant growth rescue, CellTiterGlo 48 h. Potency, µM (doses to about 46.1 µM), without a hit: at the top dose growth rescue (activation), actives largely listed as activators. 320,000 tested, 0.23% active;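 note: potency is the fitted concentration of half-maximal effect; % of control where 0% means no effect; nearly all actives have a fitted effect of over 45% in size; temperature-sensitive fusion mutants such as fzo1-1 at 37 °C on non-fermentable ethanol glycerol medium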
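Luminescent cell viability in 1536-well qHTS format served as the measure of rescued growth in ts fusion-mutant S. cerevisiae cultured on non-fermentable YPEG for 48 hours at 37C.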
MBNL1 CUG block = inhibitors of human MBNL1 binding to CUG repeat RNA; TR-FRET MBNL1-His/biotin-(CUG)12 binding, 665/545 ratio; Potency, µM (titrated, usually from 57.5 µM), without a hit: at the highest dose activity change, negative = inhibition, usual class: inhibitors; 280,000 tested, 0.036% active; active = well fitted inhibition curve with a large enough effect in the signal ratio, with a control signal flat, not every such curve was filed as active; inconclusive = small, poorly fitted or top-dose-only effect, or effect the other way, or a change in a side signal; inactive = no such curve, though single readings can be large or run the other way; the % refers to the signal ratio; note: potency is the fitted concentration of half-maximal effect; % is set by controls: 0 for no effect and ±100 for the full control effect
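Inhibition of protein-RNA binding appears as loss of TR-FRET between terbium anti-His antibody on MBNL1-His and streptavidin-XL665 on biotin-(CUG)12. Activity is normalized to buffer-only and uninhibited-complex controls.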
AT treatment = candidate therapy for ataxia-telangiectasia; […] A-T fibroblasts, KAP-1 phosphorylation AlphaLISA; neocarzinostatin DNA damage 30 min before lysis; Potency, µM (top dose mostly 57.5 µM), for the others: at the top dose activation, most hits filed as activators; 320,000 tested, 0.19% active; note: potency is the fitted concentration of half-maximal effect; % of control where 0% means no effect; nearly all actives have a fitted effect of over 45% in size
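hTERT-immortalized A-T patient fibroblasts ([…]), 500 cells/well in OPTI-MEM, 1% FBS, got compounds for 60 min, then NCS for 30 min at 37C. Lysates were then assayed for phospho-KAP-1 by AlphaLISA (anti-pKAP1 donor, anti-KAP1 acceptor beads), 6 hr at 25C.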
CXXC DNA block = MLL CXXC-DNA interaction inhibition | Q03164 | MLL-CXXC / FITC-HOXA9 DNA fluorescence polarization | Potency, µM (highest dose often 115 µM), without a hit: at the top dose activity change, negative = inhibition, actives largely listed as inhibitors | 290,000 tested, 0.037% active; active = well fitted inhibition curve with a large enough effect in the polarisation, with a control signal flat, not every such curve was filed as active; inconclusive = small, poorly fitted or top-dose-only effect, or effect the other way, or a change in a side signal; inactive = no such curve, though single readings can be large or run the other way; the % refers to the polarisation; note: potency is the fitted concentration of half-maximal effect
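Purified MLL-CXXC (added from a 7 uM solution) was preincubated 5 min at ambient with pinned compounds in 50 mM Tris-HCl pH 7.5, 50 mM NaCl, 1 mM DTT, 0.05% BSA. Fluorescein-labeled HOX-A9 DNA (50 nM solution) followed, 30 min, then polarization read.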
Active calls of the source: *; ? = inconclusive; . = no result given; [ ] = remark or other dose. Unless noted, calls come from the whole dose curve; as a rule, active = well fitted curve in the direction sought with a large enough effect; inconclusive = small, poorly fitted or top-dose-only effect, or another doubt; inactive = no such curve, though single readings can be large; an effect the other way counts as inactive or inconclusive. The list is partial; rates above refer to the full screens.

SMILES	ASM inhibitor	Menin-MLL TR inh	TSG101-PTAP inh	TCR act	Integrin act MD	TSHR antagonist	Mito fusion yeast	MBNL1 CUG block	AT treatment	CXXC DNA block
Cc1[nH]c2ccccc2c1/C=N\NC(=O)Cn1nnc(-c2ccccc2)n1	-5%	?	-6%	3%[46.1 µM]	10%	7	0%	.	1%	15%
CCOc1ccc(-c2nc(=S)[nH][nH]2)cc1	1%	12%	0%	0%	4%	-5	9%	-8%	.	3%
COc1cc(CSc2ncn[nH]2)c(OC)cc1CSc1ncn[nH]1	2%	14%	-1%	1%	-12%	13	-2%	-3%	0%	-13%
CCc1cc(-c2n[nH]c(C)c2-c2ccccc2Cl)c(O)cc1OC	-22%	?	-14%	1%	?	8	10%	-10%	-7%	33%[activator]
O=c1c2ccccc2nc(-c2ccccc2)n1O	-3%	.	0%	-1%	7%	.	.	.	.	.
CCNc1cc(N2CCCC2)ccc1[N+](=O)[O-]	-2%	-4%	-1%	1%[46.1 µM]	-9%	-3	6%	?	-2%	15%
CCCCCCCCCCCCN1C/C(=C\C(=O)OCC)c2ccccc2S1(=O)=O	-1%	-13%	3%	-40%	-27%	-7	-4%	3%	3%	24%
CCOc1ccc(Cn2c(=O)sc3ccccc32)cc1OC	-2%	.	-9%	-7%	11%	1	4%	-2%	8%	-3%
CCN(CC)CCNC(=S)Nc1ccc2nc3n(c(=O)c2c1)CCCCC3	-1%	-7%	-1%	-1%	12%	7	-2%	-6%	5%	6%
CC(NC(=O)c1ccccc1)c1nnc(SCC(=O)NC2CCCC2)n1C (stereo not drawn)	4%	.	-2%	-4%	2%	39	5%	-10%	4%	5%
COc1ccccc1/C=C/C(=O)NCC(=O)N/N=C/c1ccccc1	-3%	8%	-18%	0%	21%	8	2%	?	-1%	-2%
CC(C)(C)C1CCC(=NNC(=O)C(=O)NC2CCCCC2)CC1 (stereo not drawn)	5%	1%	0%	0%	15%	27	-2%	.	.	2%
COC(=O)c1ccccc1N1C(=O)[C@@H]2C(c3ccc(F)cc3)=NO[C@@H]2C1=O	-6%	-1%	-5%	10%	-19%[7.66 µM]	8	-2%	-2%	0%	0%
CCn1c(COc2ccccc2C)nnc1SCC(=O)N1CCN(c2ccccc2)CC1	-1%	-10%	-9%	-4%	-37%	-13	9%	1%	7%	-2%
CCCCn1c(=O)[nH]c(=O)c2c1nc(-c1ccc(OC(F)F)c(OC)c1)n2C	7%	15%	-3%	-27%	-3%	-2	1%	-2%	-11%	-3%
C/C=C(\C)C(=O)OC1CC(C)(C)C[C@H]2C3=CC[C@@H]4[C@@]5(C)CCC(O[C@@H]6O[C@@H](C(=O)O)[C@@H](O)C(O[C@@H]7OC[C@H](O)[C@@H](O)[C@@H]7O[C@@H]7OC(CO)C(O)[C@@H](O)[C@@H]7O)C6O[C@@H]6OC(CO)C(O)C(O)C6O)[C@@](C)(CO)[C@@H]5CC[C@]4(C)[C@]3(C)CC(O)[C@@]12CO (stereo partly drawn)	-9%	.	2%	-6%	0%	5	.	.	18%	.
COc1cccc2cc(C(C)N(CCCN3CCOCC3)C(=O)Nc3ccc(Cl)cc3)oc12 (stereo not drawn)	0%	-9%	0%	0%	21%	-1	-3%	2%	10%	-20%
N#Cc1ccc(CN2CCN(C(=O)c3cc(C4CC4)nn3-c3ccccc3)CC2)cc1	4%	.	-2%	.	?	-34	14%	.	3%	.
O=C(COC(=O)c1ccc2ncsc2c1)Nc1cc(Cl)ccc1F	.	.	-2%	-7%	0%	-11	?	.	2%	.
Cc1ccc(Cn2nnc3c(=O)[nH]c(C4CCCN(C(=O)Nc5ccc(F)cc5)C4)nc32)cc1 (stereo not drawn)	6%	10%	0%	.	-14%[7.66 µM]	-12	1%	-2%	3%	17%
CCOC(=O)N/N=C/c1c(F)cccc1F	-1%	-10%	-1%	-14%[46.1 µM]	16%	6	5%	-1%	-10%	-1%
COc1ccc(-c2cc(C(=O)NCC3CCCO3)c3cc(C)ccc3n2)cc1 (stereo not drawn)	241%[activator]	-1%	-2%	2%	-13%	-4	0%	15%	4%	-7%
Cc1ccc(S(=O)(=O)N2CCN(c3ccc([N+](=O)[O-])c(NCCN4CCOCC4)c3)CC2)cc1	-20%	-10%	-14%	-9%[46.1 µM]	18%	-17	-4%	?	-1%	17%
COc1cc(-c2cc(=O)c3c(O)cc(O)cc3o2)ccc1O	-4%	?	-5%	5%	-34%	-9	-5%	?	-14%	36%[activator]
N#Cc1nc(Cc2ccccc2)oc1N1CCC(C(N)=O)CC1	-1%	8%	-7%	-1%	2%	0	1%	0%	1%	8%
CC(=O)N1CCN(Cc2nc3cc(NC(=O)c4ccccc4Cl)ccc3n2C)CC1	0%	7%	0%	3%	-1%	-1	-3%	-5%	0%	-12%
O=C(NNC(=O)c1cc(OCC(F)(F)F)ccc1OCC(F)(F)F)c1cccc(C(F)(F)F)c1	-13%	20%	6%	2%	-19%	-3	9%	-8%	-4%	-4%
CCN(CC(=O)Nc1cc(C)on1)CC(=O)Nc1ccccc1C(F)(F)F	0%	.	-3%	-20%	9%	-3	-2%	.	2%	.
O=C(O)CC(NCc1ccco1)C(=O)Nc1cccc(O)c1 (stereo not drawn)	-1%	.	-4%	2%	9%	-2	-4%	3%	18%	-2%
O=c1cc(O)n(-c2ccccc2F)c(=S)[nH]1	1%	21%	-2%	-7%	-22%	-12	-1%	8%	2%	4%
Cn1c(=O)c2[nH]c(SCCN)nc2n(C)c1=S	-2%	.	-2%	0%	2%	.	.	.	.	.
COc1ccc(NC(=S)NNC(=O)COc2ccc(Cl)cc2Cl)cc1	-2%	?	-2%	13%[46.1 µM]	1%	-12	27%	-6%	.	-4%
O=C(NCCOCc1ccc(Cl)cc1)c1ncn[nH]1	8%	-13%	-2%	4%[46.1 µM]	20%	-3	-3%	-3%	2%	1%
CCCn1cc(S(=O)(=O)c2ccc(OC)cc2)c(=O)c2cc(OC)ccc21	1%	-1%	-13%	-2%	?	15	18%	-9%	1%	6%
Cc1nn(CC(=O)N2CCCC2)c(=O)c2cc3cc(F)ccc3n12	3%	.	-5%	4%	36%	0	9%	14%	3%	3%
COc1ccc2c(c1)CC1c3c(cc4c(c3-2)OCO4)CC[N+]1(C)[O-] (stereo not drawn)	5%	.	-3%	3%	0%	4	0%	3%	-19%	1%
COc1ccc(N(Cc2ccccc2)C(=O)c2ccccc2[N+](=O)[O-])cc1	0%	-15%	-5%	-1%	-22%	-10	18%	?	3%	-3%
O=C1NC2(CCCCC2)C(=O)N1CCN1C(=O)c2ccccc2C1=O	3%	13%	4%	7%	-16%	-2	4%	10%	6%	9%
Cc1ccccc1S(=O)(=O)N1C[C@H]2CON(C)[C@H]2C[C@H]1c1cccc(N2CCOCC2)c1	5%	.	1%	-11%	4%	.	.	.	.	.
COc1ccc(NC(C)C(=O)Nc2cccc(S(=O)(=O)N3CCOCC3)c2)cc1OC (stereo not drawn)	0%	.	-5%	12%	-59%[inhibitor]	.	.	.	-3%	.
c1ccc(CNc2ccc3c(c2)ncn3C2CCCCC2)nc1	-3%	-23%	-4%	-2%	-18%	9	11%	?	2%	10%
COc1cc(-c2nc(CN(C)Cc3nnc(C)o3)c(C)o2)ccc1F	0%	7%	0%	0%	-18%	14	2%	1%	1%	0%
Cc1nc(CCNC(=O)CC2C(=O)NCCN2Cc2ccc(F)cc2)sc1C (stereo not drawn)	1%	2%	-6%	-2%	2%	6	1%	-9%	-2%	27%
Cc1ccc(C(=O)Nc2cc3ccccc3oc2=O)cc1	3%	-21%	-1%	.	7%	4	-1%	16%	3%	7%
COc1ccc(CCNC(=O)COc2ccc(N(C)S(=O)(=O)c3ccc(Cl)cc3)cc2)cc1	3%	1%	-1%	-2%	8%	0	-5%	-4%	1%	1%
COc1ccc(OCCC(=O)OCC(=O)NC2CCCCCCC2)cc1	0%	-3%	-5%	9%	20%	4	3%	-9%	3%	-3%
COC(=O)c1cc(C(=O)NCCCN2CCOCC2)cc([N+](=O)[O-])c1	5%	0%	-3%	3%	10%	-2	-4%	?	0%	8%
CC(=O)C(=Cc1ccc(O)cc1)C(C)=O	-3%	-5%	-12%	-4%	-2%	2	-8%	?	1%	1%
Cc1ccc(NC(=O)COc2ccccc2C#N)cc1S(=O)(=O)N1CCCCCC1	-9%	.	0%	-1%	-53%[inhibitor]	5	30%	.	18%	.
